ARFGAP1 inh = inhibitors of rat ARFGAP1 GAP activity, primary screen, biochemical, fluorescence polarization, GDP tracer | Arfgap1-stimulated ARF1 GTP hydrolysis, GDP FP detection | inhibition, % at 16.5 µM | hit rate 0.26% among 360,000;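 active = inhibition above a per-plate limit, mean inhibition of low control wells plus 3 SD, cut at about 25% in these data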;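 also: 0% = DMSO wells with enzyme and 100% = wells lacking Arfgap1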
Target sequence (Q62848 1-136 limits assumed): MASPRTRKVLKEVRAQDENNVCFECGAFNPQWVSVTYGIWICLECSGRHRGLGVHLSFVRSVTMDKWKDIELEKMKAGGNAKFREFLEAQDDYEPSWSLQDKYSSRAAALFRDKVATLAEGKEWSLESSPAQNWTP
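system = rat Arfgap1 catalytic domain, aa 1-136 | technique = FP, GDP Alexa 633 tracer displaced from anti-GDP antibody, 620/688 nm | compound = one concentration, 16.5 µM, DMSO 1.26% | medium = HEPES-based buffer, pH 7.5 | timing = compound-enzyme preincubation 20 min, reaction 120 min, detection 60 min, 25 °C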
PLCb3 inh = human PLC-beta3 inhibitors, primary screen, biochemical, fluorescence; 1-phosphatidylinositol 4,5-bisphosphate phosphodiesterase beta-3 (Homo sapiens), Q01970; Purified PLC-beta3, fluorogenic substrate; inhibition, % at 12.2 µM; hit rate 0.18% among 370,000; AID 720704, 2013; in the data active = inhibition above about 11%;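 also: 0% = median of compound wells on plate and 100% = full blocker control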
UHRF1 MBD2 ctr = UHRF1 methylated DNA binding inhibitors, primary screen, counter-screen for MBD2 inhibitor project, biochemical, TR-FRET, human UHRF1, single concentration. E3 ubiquitin-protein ligase UHRF1 (Homo sapiens), Q96T88. UHRF1 binding to methylated oligo. inhibition, % at 4.4 µM. hit rate 0.75% among 370,000; in the data active = inhibition above about 21%;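 also: UHRF1 SRA domain binding a hemimethylated CpG hairpin DNA probe; 0% = median of test compound wells and 100% = reference inhibitor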
proKLK7 act = proKLK7 zymogen activators, primary screen, biochemical, fluorescence intensity; activation, % at 7 µM; hit rate 0.9% among 370,000; AID 652039, 2013; purified proKLK7, EDANS-DABCYL substrate fluorescence; 100% is mature enzyme control, 0% vehicle; Kallikrein-7 (Homo sapiens), P49862;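 active = activation above the mean of all tested compounds plus 3 SD, computed per campaign excluding outliers beyond control limits, cut at about 13% in these data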
Target sequence (P49862 whole entry, looked up): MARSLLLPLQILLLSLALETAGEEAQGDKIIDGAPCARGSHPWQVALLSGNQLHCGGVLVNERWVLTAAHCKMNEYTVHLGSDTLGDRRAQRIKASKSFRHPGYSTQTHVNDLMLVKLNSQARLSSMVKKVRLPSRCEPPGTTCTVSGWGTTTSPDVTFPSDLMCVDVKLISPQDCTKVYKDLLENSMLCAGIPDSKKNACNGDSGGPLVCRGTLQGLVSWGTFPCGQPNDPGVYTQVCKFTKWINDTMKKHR
ASAP1 GAP inh = inhibitors of human ASAP1 ArfGAP activity, primary screen, biochemical, fluorescence polarization; inhibition, % at 16.5 µM; Arf-GAP with SH3 domain, ANK repeat and PH domain-containing protein 1 (Homo sapiens), …; hit rate 0.19% among 360,000; ASAP1-stimulated ARF1 GTP hydrolysis, GDP FP detection; in the data active = inhibition above about 25%;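 also: 0% = vehicle with enzyme and substrate and 100% = no enzyme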
ADAM17 inh = ADAM17 inhibitors, primary screen, biochemical, QFRET | recombinant ADAM17, EDANS/DABCYL FRET peptide cleavage | inhibition, % at 6.95 µM | hit rate 0.83% among 370,000;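 active = inhibition above the mean of compounds lying between control limits plus 3 SD, set per campaign, cut at about 8.5% in these data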;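 also: 0% = DMSO-only wells as the low control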
PLC-gamma1 inh = PLC-gamma1 enzyme inhibitors, primary screen, biochemical, fluorescence, purified enzyme; inhibition, % at 12.2 µM; 1-phosphatidylinositol 4,5-bisphosphate phosphodiesterase gamma-1 (Homo sapiens), P19174; fluorogenic substrate; hit rate 0.84% among 370,000; in the data active = inhibition above about 9.5%
Tn7 DDE FP = inhibitors of Tn7 peptide binding to fibrin DD(E), primary screen, biochemical, fluorescence polarization, human fibrin, Tn7 probe. inhibition, % at 8.3 µM. hit rate 0.13% among 370,000. FP displacement of FITC-Tn7 peptide from fibrin DD(E); 0% = median of compound wells per plate. AID 720508, 2013. Fibrinogen beta chain (Homo sapiens), P02675;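 active = inhibition above the mean of compounds falling within the control limits plus 3 SD of them, cut at about 14% in these data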;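 also: 0% = plate median of compound wells and 100% = 10 µM Aha-Tn7 peptide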
Target sequence (P02675 whole entry, looked up): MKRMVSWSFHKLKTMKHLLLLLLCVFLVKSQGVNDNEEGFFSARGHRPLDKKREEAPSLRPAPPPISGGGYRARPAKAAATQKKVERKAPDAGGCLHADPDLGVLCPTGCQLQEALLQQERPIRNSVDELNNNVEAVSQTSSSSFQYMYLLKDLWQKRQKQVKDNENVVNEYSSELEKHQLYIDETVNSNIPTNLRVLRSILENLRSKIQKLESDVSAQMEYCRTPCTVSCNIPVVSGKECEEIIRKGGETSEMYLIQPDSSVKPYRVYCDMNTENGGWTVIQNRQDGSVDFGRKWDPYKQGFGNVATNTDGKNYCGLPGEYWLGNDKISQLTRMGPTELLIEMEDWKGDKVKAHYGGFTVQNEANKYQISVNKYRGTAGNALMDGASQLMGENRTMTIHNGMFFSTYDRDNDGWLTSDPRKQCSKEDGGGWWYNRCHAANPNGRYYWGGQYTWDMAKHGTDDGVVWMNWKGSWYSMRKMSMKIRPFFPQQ
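Test system – human fibrin DD(E) · Times – 10 min preincubation, 3 h with tracer, room temperature · Detection – fluorescence polarization of the labelled Tn7 tracer · Measure – percent inhibition normalized to high-control wells · Benchmarks – high control wells with 10 µM unlabelled Aha-Tn7 peptide (full inhibition) · Repeats – singlicate testing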
Tn6 DDE FP = inhibitors of Tn6 peptide binding to fibrin DD(E), primary screen, biochemical, fluorescence polarization, human fibrin, Tn6 probe | hit rate 0.21% among 370,000 | Fibrin DD(E) TRITC-Tn6 fluorescence polarization displacement | inhibition, % at 8.3 µM | Fibrinogen beta chain (Homo sapiens), P02675;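 active = inhibition above a per-campaign cutoff: mean of compounds within control limits plus 3 SD, cut at about 15% in these data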;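 also: 0% = median of all compound wells on the plate and 100% = blocking peptide control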
MBD2 inh = inhibitors of MBD2 binding to methylated DNA, primary screen, biochemical, TR-FRET, DNA-binding domain, human; Methyl-CpG-binding domain protein 2 (Homo sapiens), Q9UBB5; inhibition, % at 4.4 µM; hit rate 0.31% among 370,000; MBD2 binding to methylated oligonucleotide; in the data active = inhibition above about 13%
* = called active by the depositor; . = not tested or not shown.

The line under a structure holds: ARFGAP1 inh	PLCb3 inh	UHRF1 MBD2 ctr	proKLK7 act	ASAP1 GAP inh	ADAM17 inh	PLC-gamma1 inh	Tn7 DDE FP	Tn6 DDE FP	MBD2 inh
- CCCc1ccc(-c2ccc(-c3noc(-c4ccncc4)n3)cc2)nc1
  4	1	-3	0.4	0	-2	3	-1	7	1
- C=CCOC(=O)C1=C(C)N=C2SCCC(=O)N2C1/C=C/c1ccccc1 (stereo unspecified)
  -9	-9	0	0.0	-18	3	-1	-3	-2	-6
- NC(=O)C1CC(=O)N(c2ccc(OCC(=O)Nc3ccc(F)cc3)cc2)C1 (stereo unspecified)
  -12	-8	4	-0.5	-12	-4	6	3	4	2
- O=C(COC(=O)Cc1ccccc1F)Nc1cc(S(=O)(=O)N2CCOCC2)ccc1N1CCCC1
  -2	2	0	-0.1	4	0	-2	-9	-5	0
- CCOc1ccc(NC(=O)C2CCN(C(=O)C3CC(=O)N(c4ccc(C)cc4)C3)CC2)cc1 (stereo unspecified)
  -1	-2	-2	-0.4	1	0	2	-1	2	1
- CC(C)[C@H](NC(=O)OC(C)(C)C)c1cc(C(=O)NC2CC2)c(N)s1
  2	-9	4	0.1	2	0	-3	2	-8	6
- Cc1cc(-c2nnc(CCC(=O)NC(C)c3ccccc3Cl)o2)no1 (stereo unspecified)
  10	-7	0	-0.1	5	-4	-3	2	-6	1
- COc1ccccc1OCC(=O)NCC(c1cccs1)N1CCOCC1 (stereo unspecified)
  10	-5	-2	0.5	10	-3	2	-1	3	-1
- O=[N+]([O-])c1cccnc1Oc1ccc(C2SCCS2)cc1
  11	0	1	1.0	-5	2	4	0	4	0
- COc1ccc(OC)c(-c2cc(C(=O)N/N=C/c3ccc(F)cc3)c3ccccc3n2)c1
  -2	-35	-1	-4.6	6	0	-26	0	-10	-2

Grouped by structure, the entries above containing four or more nitrogen atoms (two)
The line under a structure holds: ARFGAP1 inh	PLCb3 inh	UHRF1 MBD2 ctr	proKLK7 act	ASAP1 GAP inh	ADAM17 inh	PLC-gamma1 inh	Tn7 DDE FP	Tn6 DDE FP	MBD2 inh
- CCCc1ccc(-c2ccc(-c3noc(-c4ccncc4)n3)cc2)nc1
  4	1	-3	0.4	0	-2	3	-1	7	1
- Cc1cc(-c2nnc(CCC(=O)NC(C)c3ccccc3Cl)o2)no1 (stereo unspecified)
  10	-7	0	-0.1	5	-4	-3	2	-6	1

Going on with the list.
The line under a structure holds: ARFGAP1 inh	PLCb3 inh	UHRF1 MBD2 ctr	proKLK7 act	ASAP1 GAP inh	ADAM17 inh	PLC-gamma1 inh	Tn7 DDE FP	Tn6 DDE FP	MBD2 inh
- COc1ccc(/C=C/C(=O)c2cc(F)ccc2OC(=O)c2ccc(OC)c(OC)c2)cc1OC
  11	-32	2	1.3	-7	-1	-28	5	2	-2
- CC(=O)Nc1ccc(N(C(=O)CNC(=O)c2cccs2)C(C(=O)NC(C)(C)C)c2ccccc2)cc1 (stereo unspecified)
  2	-7	-1	-0.2	-7	-4	1	-4	-11	2
- CNC(=O)COC(=O)c1cc2c(C)nn(-c3ccc(F)cc3)c2s1
  -6	-10	1	-0.2	10	-8	-7	-1	-1	-4
- CC(=O)NC1CCCCN(Cc2ccc(Cl)cc2)C1=O (stereo unspecified)
  .	10	-2	-0.4	.	1	4	9	-4	-6
- Cc1ccc(CN(C(=O)c2csnn2)C(C(=O)NC2CCCC2)c2ccc(C)o2)cc1 (stereo unspecified)
  -3	3	-1	0.2	-6	-1	2	-7	2	-2
- CC(=O)Nc1c([N+](=O)[O-])cc2c3c(cccc13)CC2
  17	-2	0	-0.1	-8	1	6	0	3	-3
- CCOC(=O)N1CCC(Nc2c(N3CCN(c4cccc(C(F)(F)F)c4)CC3)c(=O)c2=O)CC1
  -9	0	-1	0.8	-2	-5	0	-6	-6	1
- CCS(=O)(=O)N1Cc2ccccc2CC1C(=O)NCc1cccc(OC)c1 (stereo unspecified)
  12	-5	4	-0.1	4	-1	3	-3	10	2
- Cc1sc2ncnc(N3CCC(C(=O)Nc4ccc(Cl)cc4Cl)CC3)c2c1C
  -2	-44	-1	0.6	6	-3	-32	6	-1	4
- COc1ccc(/C=C2\SC(=S)N(CCCC(=O)Nc3ccccc3C(=O)O)C2=O)cc1OC
  -2	-5	2	0.4	17	1	-4	2	5	1
- COc1ccc(Cc2c(O)nc(SCC(C)C)[nH]c2=O)cc1
  -4	-4	1	-0.1	-1	-4	0	-2	-2	-5
- Cc1cc(C)c(C)c(S(=O)(=O)NC(C(=O)O)C(C)C)c1C (stereo unspecified)
  -5	8	4	0.4	-4	3	4	-7	4	-1
- COc1cccc2c1OC1(C)CC2NC(=O)N1c1cccc(C(=O)N2CCN(c3ccccc3)CC2)c1 (stereo unspecified)
  10	-3	9	-0.2	11	-6	-2	-6	-6	1
- CC1CCN(S(=O)(=O)c2ccc(Br)s2)CC1
  8	3	-1	-0.4	10	3	3	-6	-3	1
- Cc1cc(C)cc(N=Cc2[nH]c3ccc(Br)c(Cl)c3c2O)c1
  -6	-5	6	-0.6	-3	-2	-6	-2	-2	0
- Cc1nnc(SCCC(=O)Nc2ccc(F)cc2)s1
  -5	2	-3	-0.3	3	-2	2	3	1	2
- Cc1c(C#N)sc2nc(-c3ccccc3)nc(N3CCCC3)c12
  -7	-5	2	-0.1	-5	-4	-7	1	14	3
- O=c1[nH][nH]c2c1[C@H](c1ccc(Cl)cc1)O[C@H](CCc1ccccc1)C2
  -2	4	-5	0.1	10	4	7	5	0	-2
- CC(OC(=O)c1ccncc1)C(=O)Nc1ccc([N+](=O)[O-])cc1Cl (stereo unspecified)
  -3	1	-2	-0.5	-14	0	5	-1	0	6
- CC1CCCN(S(=O)(=O)c2cccc(C(=O)NCCCN3CCCC3=O)c2)C1 (stereo unspecified)
  0	3	5	0.1	0	-3	1	1	-1	3
- C[C@]12C=CC(=O)C=C1CC[C@@H]1[C@@H]2[C@@H](O)C[C@@]2(C)[C@H]1CC[C@]2(O)C(=O)COC(=O)CCC(=O)O
  -1	-4	1	-0.1	3	-9	4	0	1	8
- COc1ccccc1NC(=O)CN(Cc1ccco1)C(=O)c1ccc(-n2nc(C)cc2C)cc1
  -1	0	3	0.2	-11	2	-1	-3	-6	2
- CC(=O)c1c(C)[nH]c(C(=O)OCc2nnc(-c3ccc([N+](=O)[O-])cc3)o2)c1C
  -10	-5	0	-0.5	-12	0	-3	-5	0	-2
- CCC(CC)NC(=O)/C=C/c1cccc([N+](=O)[O-])c1
  10	-2	4	0.1	3	-2	-1	-1	-4	0
- O=C(O)c1cccc(Nc2ccc3nonc3c2[N+](=O)[O-])c1
  5	-10	0	0.4	-4	-3	1	-1	-10	2
- Cc1ccc(C(=O)c2cc3c(cc2N)OCCO3)cc1
  -11	-26	-2	0.2	0	1	0	-2	-4	1
- CC1CC(=O)NC(=O)N1Cc1ccccc1 (stereo unspecified)
  8	4	-2	0.0	13	-2	2	-5	6	0
- COc1ccccc1C(=O)Nc1ccc(OCC(=O)N2CCCCC2)cc1
  14	2	-2	-0.4	-6	-5	4	5	3	3
- CCOCCCNC(=O)/C(C#N)=C/c1ccccc1F
  0	-5	3	-0.9	2	-4	1	-2	-9	3
- CN1CCC(N(C)C(=O)c2cc(S(=O)(=O)N3CCOCC3)ccc2Cl)CC1
  -6	0	1	0.1	6	1	0	5	7	-7
- CCCC(=O)N1CCC[C@]2(CC[C@H](CCC(=O)OCC)O2)C1
  .	3	4	-0.1	.	1	1	-3	0	-2
- Cc1nn(-c2ccccc2)c(C)c1C(=O)OCC(=O)N1CC(=O)Nc2ccccc21
  8	3	5	-0.1	12	-3	-2	3	1	8
- CC1(C)C2([N+](=O)[O-])CN3CC1([N+](=O)[O-])CN(C2)C3c1ccc(O)c(O)c1 (stereo unspecified)
  0	-9	1	0.2	-5	-7	-3	2	-9	7
- CCOC(=O)C1=C(C)N=c2s/c(=C\c3ccc(OCC(=O)O)cc3)c(=O)n2C1c1ccccc1 (stereo unspecified)
  -4	-16	-3	0.8	5	-1	-5	-3	0	1
- CCN=C1SC(CC(=O)Nc2sc(C)c(C)c2C(=O)OC)C(=O)N1CC (stereo unspecified)
  -4	2	-2	-0.4	-4	-5	0	2	-1	-6
- Cc1cccc(NC(=O)CCN2C(=O)c3ccccc3C2=O)n1
  -2	1	3	-0.7	2	-3	-1	1	-1	3
- O=C(/C=N/O)Nc1ccccc1
  -4	0	-1	-0.1	-6	-6	0	-2	-5	0
- Cc1nn2c(c1-c1ccc(Cl)cc1)N=C(c1ccco1)CC2c1ccccc1 (stereo unspecified)
  7	-150	-2	-1.7	-3	3	-115	7	3	-1
- O=C(COc1ccc(Br)cc1Cl)Nn1cnnc1
  -8	-3	-2	-0.5	-2	-4	-2	9	-4	-6
- Cc1ccnc(NS(=O)(=O)c2ccc(NC(=O)COc3ccccc3)cc2)n1
  8	-3	1	0.2	5	-3	1	1	4	5
- COc1ccc(C)cc1S(=O)(=O)N(C)CC(=O)N1CCCC1
  -7	-2	-2	-0.7	-2	-5	-1	3	4	-3
- COC(=O)c1[nH]c2cc(OC)c(OC)cc2c1NC(=O)c1cccc(OC)c1
  -1	-30	3	0.3	10	3	-19	-5	-5	-6
- NCCc1ccc(O)c(O)c1
  -2	-2	6	0.9	5	-6	2	-6	0	7
- CCN(CC)C(=O)C1CC(=O)OC12CCCCC2 (stereo unspecified)
  12	2	1	-0.2	12	-5	3	1	3	1
- COc1ccc(C(=O)N2CCCC(C(=O)N3CCN(c4ccccc4)CC3)C2)cc1 (stereo unspecified)
  6	-3	0	0.5	15	0	0	-3	2	-5
- NC(=S)NNC(=S)Nc1ccccc1
  -9	5	-2	-0.9	-3	0	1	1	1	2
- Cc1cc(N2CCN(C(=O)OC(C)(C)C)C[C@H]2C)ccc1N1C[C@@H](C)O[C@@H](C)C1
  -5	-1	0	0.5	6	-4	0	1	0	3
- CCOC(=O)n1c(SCC(=O)N(CC)CC)nc2ccccc21
  -4	2	2	-0.8	0	-3	-2	7	9	-2
- COc1ccc(C(=O)N2CCCC(O)C2)cc1OC1CCN(C(C)C)CC1 (stereo unspecified)
  21	-5	6	0.2	3	-9	-1	-5	3	5

Screening data from PubChem BioAssay.
